High-throughput results: PubChem BioAssay, Broad Institute
dFosB act = activators of delta FosB homodimer, primary screen, biochemical, fluorescence polarization, TAMRA-CDK5 oligo, single point; Protein FosB (Mus musculus), P13346; purified delta FosB; percent of positive-control signal above neutral wells; activation, % at 25 µM; 340,000 tested, 0.99% active; AID 493131, 2011;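 active means mean activation above about 17%, with every replicate also reaching it, limit read from the data, passing the limit was not always enough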;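 further: fluorescence polarization rise as delta FosB binds a TAMRA Cdk5 AP-1 oligo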
MITF act = activators of MITF-driven TRPM1 promoter reporter, primary screen, cell-based, SK-MEL-5, luciferase, single point; SK-MEL-5 TRPM1-promoter luciferase, 24 h; % of positive control, neutral wells = 0; activation, % at 12.5 µM; 300,000 tested, 0.75% active;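 active means mean activation of at least 80% with every replicate also reaching 80%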;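 further: 0% = neutral control wells and 100% = parthenolide positive control wells; values of inactives mirror those of a sister screen read the other way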
CAL PDZ FP-1 = untagged CAL PDZ binding inhibitors, primary screen, biochemical, fluorescence polarization, HTS; purified CAL PDZ, TMR-peptide fluorescence polarization, 1 h; inhibition, % at 24.9 µM; 300,000 tested, 0.92% active; AID 602252, 2012;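 active means mean inhibition of at least 30% with at least half of replicates also reaching 30%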;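 further: 0% = DMSO neutral control and 100% = excess unlabeled competitor peptide PRC23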
PvdQ inh = P. aeruginosa PvdQ acylase inhibitors, primary screen, biochemical, fluorescence, plate reader and imaging, single point; inhibition, % at 10 µM; purified PvdQ acylase; AID 488965, 2010; 340,000 tested, 0.063% active; in the data active means inhibition above about 30%, passing the limit was not always enough;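 further: 0% = vehicle neutral wells and 100% = reference inhibitor wells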
PfHsp90 yeast 2 = growth inhibition of PfHsp90-expressing yeast, primary screen, antimalarial PfHsp90 inhibitor project, S. cerevisiae, BacTiter-Glo luminescence, single point, set 2; BacTiter-Glo ATP, 48 h; yeast lacking PDR1 and PDR3 efflux regulators; inhibition, % at 9.4 µM; 310,000 tested, 0.32% active;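 active means every replicate shows inhibition above about 80%, whatever the replicate mean, limit read from the data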;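 further: 0% = DMSO neutral controls and 100% = 20 µM radicicol positive controls; yeast relying on Plasmodium falciparum Hsp90 in place of its own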
SR-BI HDL uptake = inhibitors of SR-BI mediated HDL lipid uptake, primary screen, ldlA[mSR-BI] cells, fluorescence, single point. inhibition, % at 12.5 µM. 320,000 tested, 0.96% active. ldlA[mSR-BI] CHO cells, DiI-HDL uptake fluorescence, 3 h. AID 488896, 2010;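 active means mean replicate inhibition of at least 70% and a set share of replicates each scoring 70 or more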;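 further: 0% = median of neutral control wells and 100% = median of positive control wells; values of inactives mirror those of a sister screen read the other way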
SR-BI DiI-HDL act = activators of SR-BI mediated DiI-HDL uptake, primary screen, ldlA[mSR-BI] CHO cells, DiI fluorescence. 3 h; 100 = double the neutral-control signal. activation, % at 12.5 µM. 320,000 tested, 0.096% active. AID 504775, 2011;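 active means mean replicate activation of at least 60% and every replicate at or above 60%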;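 further: 0% = median plate neutral-control signal and 100% = twice that signal; values of inactives mirror those of a sister screen read the other way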
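Test system: SR-BI-overexpressing, LDLR-lacking CHO cells; Also added: labelled HDL, 10 µg/mL; Measured by: bottom-read cell fluorescence after medium removal, ex 550/em 595 nm; Timing: 3 h uptake period with compound, 37 °C; Buffer or medium: F12, 0.5% BSA, 25 mM HEPES; Doses: single compound concentration, delivered by pin transfer.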
Rtt109 Vps75 = inhibitors of C. albicans Rtt109/Vps75 HAT, primary screen, biochemical, ThioGlo CoA-SH fluorescence, plate reader; inhibition, % at 34.9 µM; 330,000 tested, 0.16% active; AID 540336, 2011; Histone acetyltransferase RTT109 (Candida albicans (strain SC5314 / ATCC MYA-2876)), …; purified Rtt109/Vps75, 4 h;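 active means inhibition of at least 50% in every replicate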
CAL PDZ FP-2 = CAL PDZ peptide-binding inhibitors, primary screen, biochemical, fluorescence polarization, Cer-tagged CAL PDZ, HTS; Golgi-associated PDZ and coiled-coil motif-containing protein (Homo sapiens), Q9HD26; 330,000 tested, 0.02% active; AID 504414, 2011; purified CAL PDZ, TMR-peptide fluorescence polarization, 1 h; inhibition, % at 20 µM;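 active means highest replicate inhibition of at least 40%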;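 further: plate controls were DMSO neutral control wells for no effect and unlabeled competitor peptide control wells for full effect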
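Material: tagged CAL PDZ domain; buffer or medium: 25 mM sodium phosphate pH 7.4, 150 mM NaCl, TCEP, IgG, Thesit; compound dosing: single point, 20 µM; schedule: 1 h incubation at room temperature before polarization reading; measured by: FP readout, S and P plane fluorescence; read-out basis: percent inhibition from loss of millipolarization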
NSD2 HMT inh = NSD2 histone methyltransferase inhibitors, primary screen, biochemical, AlphaScreen, single concentration, set 2; inhibition, % at 12.5 µM; 310,000 tested, 0.54% active; NSD2 peptide methylation, 120 min; Histone-lysine N-methyltransferase NSD2 (Homo sapiens), O96028; in the data active means inhibition above about 50%
Target sequence (O96028 whole entry, looked up): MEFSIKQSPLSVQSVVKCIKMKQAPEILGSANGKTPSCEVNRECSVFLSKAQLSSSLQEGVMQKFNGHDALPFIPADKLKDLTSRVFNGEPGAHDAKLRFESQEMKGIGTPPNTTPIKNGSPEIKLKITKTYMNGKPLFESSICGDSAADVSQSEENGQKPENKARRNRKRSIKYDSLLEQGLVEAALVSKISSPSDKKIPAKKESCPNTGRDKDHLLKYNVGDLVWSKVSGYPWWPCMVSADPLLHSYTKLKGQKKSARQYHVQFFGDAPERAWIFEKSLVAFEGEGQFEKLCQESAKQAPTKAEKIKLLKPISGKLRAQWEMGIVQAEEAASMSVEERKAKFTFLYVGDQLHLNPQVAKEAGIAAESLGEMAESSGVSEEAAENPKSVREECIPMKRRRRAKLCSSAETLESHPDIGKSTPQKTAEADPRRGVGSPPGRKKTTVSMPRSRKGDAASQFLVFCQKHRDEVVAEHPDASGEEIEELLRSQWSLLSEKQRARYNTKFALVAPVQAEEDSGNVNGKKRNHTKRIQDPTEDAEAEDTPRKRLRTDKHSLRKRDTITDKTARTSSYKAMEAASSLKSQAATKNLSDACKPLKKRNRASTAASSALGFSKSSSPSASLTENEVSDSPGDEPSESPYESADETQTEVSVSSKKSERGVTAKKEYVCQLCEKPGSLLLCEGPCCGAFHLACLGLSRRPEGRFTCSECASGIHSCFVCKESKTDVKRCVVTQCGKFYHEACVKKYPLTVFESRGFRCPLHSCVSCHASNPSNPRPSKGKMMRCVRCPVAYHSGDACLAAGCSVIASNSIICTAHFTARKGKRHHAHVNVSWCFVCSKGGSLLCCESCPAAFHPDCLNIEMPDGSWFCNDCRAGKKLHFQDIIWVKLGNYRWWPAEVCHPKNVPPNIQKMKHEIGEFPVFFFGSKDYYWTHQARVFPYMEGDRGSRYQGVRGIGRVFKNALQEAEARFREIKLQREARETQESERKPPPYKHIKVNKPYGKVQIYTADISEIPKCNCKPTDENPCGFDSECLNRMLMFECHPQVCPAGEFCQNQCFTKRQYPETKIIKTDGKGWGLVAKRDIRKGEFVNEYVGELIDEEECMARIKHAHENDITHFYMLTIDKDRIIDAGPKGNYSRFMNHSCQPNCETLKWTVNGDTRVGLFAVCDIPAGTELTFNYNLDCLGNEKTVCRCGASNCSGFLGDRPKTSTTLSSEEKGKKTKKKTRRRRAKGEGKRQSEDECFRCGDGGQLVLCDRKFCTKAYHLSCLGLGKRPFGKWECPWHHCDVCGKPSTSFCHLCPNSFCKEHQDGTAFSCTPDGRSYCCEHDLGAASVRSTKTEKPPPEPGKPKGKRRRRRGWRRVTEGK
Numbers without * were called inactive; nt = not tested or not shown.

SMILES | dFosB act | MITF act | CAL PDZ FP-1 | PvdQ inh | PfHsp90 yeast 2 | SR-BI HDL uptake | SR-BI DiI-HDL act | Rtt109 Vps75 | CAL PDZ FP-2 | NSD2 HMT inh
O=C(N=Nc1c(O)[nH]c2ccccc12)c1ccccc1NS(=O)(=O)c1cccs1 | 0 | -1 | -1 | 3 | -24 | 17 | -17 | 0 | 0.5 | -2
CC(C(=O)N1CCCCCC1)N(c1ccc(Cl)cc1)S(C)(=O)=O (stereo unspecified) | -2 | 0 | -3 | -12 | 23 | -5 | 5 | -3 | -2.3 | -3
CC(=O)c1csc(-c2ccccc2)n1 | -3 | 9 | -2 | 9 | 13 | -2 | 2 | 0 | -2.1 | nt
COc1ccccc1NS(=O)(=O)c1ccc(C(=O)NCc2ccco2)cc1 | -11 | -13 | 3 | -18 | nt | 7 | -7 | 8 | 0.3 | -1
Cc1occc1C(=O)NC1CCCc2ccccc21 (stereo unspecified) | 4 | 3 | nt | -5 | -21 | 17 | -17 | -6 | -2.0 | 2
O=C(c1ccc(-c2cccc(Cl)c2)o1)N1CCN(c2ccc([N+](=O)[O-])cc2)CC1 | -3 | 1 | -2 | -9 | 28 | 7 | -7 | -2 | -1.5 | -1
O=[N+]([O-])c1ccc(S(=O)(=O)Nc2ncccn2)cc1 | 1 | 7 | -3 | 12 | 4 | -1 | 1 | -6 | -1.2 | 2
CCCCOC(=O)c1cc(C)nc2ccc(Br)cc12 | -1 | 4 | -4 | -10 | -14 | 2 | -2 | 11 | -2.2 | -13
CC(=O)Oc1ccc(-c2ccc(C(=O)OCC(=O)N(C)CC(=O)Nc3ccccc3Cl)cc2)cc1 | 0 | -20 | 5 | -5 | -1 | 29 | -29 | 20 | -3.7 | -3
Cn1c(C(=O)NCc2ccc3c(c2)OCO3)cc2sccc21 | 2 | -2 | 0 | 7 | -27 | 13 | -13 | -1 | -0.2 | 3
COc1ccc(NC(=O)CN(C)C(=O)CNC(=O)c2ccc3c(c2)OCO3)cc1 | -1 | -4 | -1 | -12 | 29 | -11 | 11 | 3 | -0.6 | -3
CCCn1nnc(NC(=O)COc2ccccc2Cl)n1 | -11 | 18 | -2 | 2 | -22 | -34 | 34 | 16 | -1.7 | 0
O=C(O)c1cccnc1SCC(=O)N1CCCCCC1 | -9 | -2 | nt | -22 | 25 | -45 | 45 | 1 | 0.9 | 1
O=C(NCCN1C(=O)CSC1=O)C1CC(=O)N(c2ccccc2)C1 (stereo unspecified) | 6 | nt | 0 | -19 | 32 | -10 | 10 | 8 | 0.7 | -10
Cc1cccc2cc(CN(CC(C)C)S(=O)(=O)c3ccccc3)c(=O)[nH]c12 | -12 | -13 | 1 | 8 | -19 | -8 | 8 | 10 | -0.9 | -2

Single records, from the list above:
`CC(=O)c1csc(-c2ccccc2)n1` is entered as dFosB act: -3; MITF act: 9; CAL PDZ FP-1: -2; PvdQ inh: 9; PfHsp90 yeast 2: 13; SR-BI HDL uptake: -2; SR-BI DiI-HDL act: 2; Rtt109 Vps75: 0; CAL PDZ FP-2: -2.1; NSD2 HMT inh: nt
`CCCn1nnc(NC(=O)COc2ccccc2Cl)n1` is entered as dFosB act: -11; MITF act: 18; CAL PDZ FP-1: -2; PvdQ inh: 2; PfHsp90 yeast 2: -22; SR-BI HDL uptake: -34; SR-BI DiI-HDL act: 34; Rtt109 Vps75: 16; CAL PDZ FP-2: -1.7; NSD2 HMT inh: 0

Next section:
SMILES | dFosB act | MITF act | CAL PDZ FP-1 | PvdQ inh | PfHsp90 yeast 2 | SR-BI HDL uptake | SR-BI DiI-HDL act | Rtt109 Vps75 | CAL PDZ FP-2 | NSD2 HMT inh
O=C(C(c1ccccc1)c1ccccc1)N1CCN(Cc2ccco2)CC1 | 6 | 5 | -1 | -2 | -9 | -12 | 12 | nt | -1.8 | 4
Cc1ccc2nc(SCC(=O)Nc3cc(C)on3)[nH]c2c1 | -1 | -15 | 2 | -4 | 3 | -28 | 28 | 0 | -0.2 | -1
COc1ccc(/C=N/NC(=O)Nc2nonc2N)cc1 | 2 | 61 | -1 | 1 | 8 | -4 | 4 | -4 | 0.3 | -1
Cc1ccccc1NC(=O)Nc1ccccc1N1CCCCC1 | -2 | 5 | -1 | -17 | -19 | 9 | -9 | -3 | -1.1 | -1
Cc1cc(C(=O)Nc2ccc(Br)cn2)sc1C | -8 | nt | -7 | -8 | 43 | 44 | -44 | -8 | -1.7 | -3
O=C1/C(=C/c2cccnc2)Sc2ccccc21 | -2 | -6 | -2 | -11 | 19 | -8 | 8 | -3 | 0.5 | 1
CCN1CCN(C(=O)C2CC(c3ccc(F)cc3)=NO2)CC1 (stereo unspecified) | 12 | 4 | 1 | -5 | 9 | -4 | 4 | -4 | 1.2 | nt
COc1ccc(/C(C)=N/Nc2ccc(C(=O)O)cc2)cc1OC | -7 | 16 | nt | -1 | -4 | -11 | 11 | -7 | -7.3 | -1
O=S1(=O)CCOC[C@H](CC2CCCCC2)N1Cc1ccc(Cl)cc1 | 2 | -1 | -4 | 14 | -6 | -1 | 1 | 5 | -1.9 | nt
Cc1ccc(C(=O)N2CCN(c3ccc(NC(=O)c4cccnc4Cl)cc3)CC2)cc1 | -6 | -6 | nt | 2 | 13 | nt | nt | 13 | -0.9 | 0
CCC(Br)C(=O)Nc1ccc(OC)cc1 (stereo unspecified) | -1 | 1 | -3 | -1 | -14 | -23 | 23 | nt | -0.8 | -3
O=C(CCn1c(=O)c2ccccc2n(Cc2cccnc2)c1=O)NCc1ccc2c(c1)OCO2 | -5 | 0 | -1 | 1 | 4 | -40 | 40 | 6 | 0.6 | 1
S=c1[nH]c(-c2ccccc2)cn1/N=C/c1cccc2ccccc12 | 3 | -6 | -3 | -9 | -44 | -42 | 42 | 1 | -0.4 | 33
Cc1ccc(C2C(C(=O)c3cc4ccccc4o3)=C(O)C(=O)N2CCN2CCOCC2)o1 (stereo unspecified) | -11 | -2 | 3 | 8 | -19 | -12 | 12 | 27 | 1.7 | nt
O=[N+]([O-])c1ccccc1Oc1ccc(S(=O)(=O)N2CCOCC2)cc1 | -8 | 0 | 2 | -22 | -34 | 1 | -1 | -11 | -1.6 | 3
CCCn1c(N)c(N(CCOC)C(=O)COC(=O)CSc2cc(C)c3ccccc3n2)c(=O)[nH]c1=O | -14 | 9 | -4 | -9 | nt | 8 | -8 | 7 | -3.0 | -8
N#CCSc1nnc2ccc3ccccc3n12 | -8 | -6 | -3 | 1 | 7 | 0 | 0 | 0 | -1.1 | -1
COc1ccc(C2C(C(=O)c3ccco3)=C(O)C(=O)N2CC2CCCO2)cc1OC (stereo unspecified) | 2 | -6 | 52* | -19 | 11 | 3 | -3 | 0 | 0.0 | 62*
Cc1ccc(NC(=S)N2CCC(NC(=O)c3ccc(F)cc3)CC2)cc1 | -10 | 0 | -2 | 2 | 23 | 1 | -1 | 15 | -2.4 | 61*
O=C(CNCc1ccccc1)Nc1ccc(F)cc1 | -2 | 6 | -4 | -7 | -8 | 5 | -5 | 2 | nt | -3
COc1cccc(C(CC(=O)NCc2ccco2)NS(=O)(=O)c2ccc(C)cc2)c1OC (stereo unspecified) | -5 | 6 | -3 | -13 | 14 | -3 | 3 | -7 | -0.3 | 3
CCC(O)C1CCN(Cc2cn(Cc3ccccc3)nc2-c2cc3ccccc3o2)CC1 (stereo unspecified) | 5 | 10 | -4 | -1 | 0 | -16 | 16 | -3 | -3.7 | 2
COc1ccc(NC(=O)COC(=O)c2ccc(Br)o2)cc1OC | -1 | -1 | -1 | -2 | 16 | -5 | 5 | -3 | -1.4 | -2
O=c1[nH]c2ccccc2c2nc3ccccn3c12 | -60 | nt | -3 | -6 | 7 | -3 | 3 | 5 | 0.3 | nt
O=C1C2ON(c3ccccc3)C(c3ccccn3)C2C(=O)N1c1ccc(Br)cc1 (stereo unspecified) | -4 | -13 | 0 | -12 | -3 | -4 | 4 | 7 | -1.5 | -2
Cc1nn(Cc2ccc(F)cc2)c2sc(C(=O)Nc3nccs3)cc12 | 49* | -19 | 0 | 0 | 21 | 42 | -42 | -3 | -0.9 | 0
O=C(CSc1nnc(-c2cccnc2)n1CCc1ccccc1)N1CCCCC1 | -17 | nt | 0 | -8 | nt | -5 | 5 | 1 | -2.2 | -1
Cc1sc(NC(=O)C2CCCC2)c(C#N)c1C | 4 | 15 | -4 | 3 | -27 | 19 | -19 | 6 | -0.8 | 0
CCN(CC(=O)Nc1c(F)cccc1F)C(=O)CCCc1nc2ccccc2c(=O)[nH]1 | -1 | 6 | -1 | 5 | 10 | -42 | 42 | 1 | -0.2 | 0
COc1ccc(CCC(=O)NCc2cn3ccsc3n2)cc1 | -3 | 3 | 0 | -12 | -38 | -21 | 21 | -7 | -4.0 | nt
Cc1ccc(C(CC(=O)O)Nc2nc(N3CCOCC3)nc(N3CCOCC3)n2)cc1 (stereo unspecified) | 0 | -3 | -2 | 5 | -5 | -5 | 5 | 2 | -2.4 | -1
CCN(C(=O)COC(=O)Cn1c(C)csc1=O)c1c(N)n(Cc2ccccc2)c(=O)[nH]c1=O | -4 | 1 | 0 | -13 | 26 | -28 | 28 | -7 | -2.0 | 1
CC1=NCCN1CCNC(=O)Nc1ccc(F)cc1 | -7 | nt | nt | -13 | -8 | -10 | 10 | 1 | -0.3 | -2
CC1CCCCC1NC(=O)C1CCN(S(=O)(=O)N2CCOCC2)CC1 (stereo unspecified) | -2 | -11 | nt | -8 | -9 | -12 | 12 | -32 | -0.2 | 8
COc1ccc(NC(=O)Cc2c[nH]c3ccccc23)cc1S(=O)(=O)N1CCCCC1 | -8 | -10 | 0 | 2 | -35 | 24 | -24 | 6 | -2.0 | -1
CC12CC3OC3CC1CCC1C2CCC2(C)C1CCC21OCCO1 (stereo unspecified) | -2 | -4 | 4 | 8 | 20 | -35 | 35 | 4 | 0.1 | 0
CC(c1ccco1)N(C(=O)C12CC3(C)CC(C)(CC(C)(C3)C1)C2)c1ccccn1 (stereo unspecified) | -2 | nt | -1 | 7 | nt | -10 | 10 | 1 | -1.9 | 0
Cc1cc(F)ccc1NCc1ccncc1 | -9 | -2 | -1 | -10 | 21 | -11 | 11 | -1 | -2.6 | 3
